Screening data (PubChem BioAssay)
PABP1 MLLE inh: inhibitors of microRNA-mediated deadenylation, human PABP1 MLLE binding; P11940; GST-MLLE / FITC-PAM2 fluorescence polarization; inhibition, % at 20 µM; 360,000 compounds, 0.36% hits; in the data active means inhibition above about 35%, passing the limit was not always enough;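 further: plate controls were DMSO wells with GST-MLLE for no effect and wells lacking GST-MLLE protein for full effect; some results filed as inactive read as strong as hits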
eLon inh: inhibitors of E. coli Lon protease; P0A9M0; purified E. coli Lon protease, fluorescence polarization; 360,000 compounds, 0.42% hits; inhibition, % at 7.94 µM; in the data active means inhibition above about 13%, passing the limit was not always enough;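 further: 0% = enzyme with probe and DMSO and 100% = no enzyme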
Target sequence (P0A9M0 whole entry, looked up): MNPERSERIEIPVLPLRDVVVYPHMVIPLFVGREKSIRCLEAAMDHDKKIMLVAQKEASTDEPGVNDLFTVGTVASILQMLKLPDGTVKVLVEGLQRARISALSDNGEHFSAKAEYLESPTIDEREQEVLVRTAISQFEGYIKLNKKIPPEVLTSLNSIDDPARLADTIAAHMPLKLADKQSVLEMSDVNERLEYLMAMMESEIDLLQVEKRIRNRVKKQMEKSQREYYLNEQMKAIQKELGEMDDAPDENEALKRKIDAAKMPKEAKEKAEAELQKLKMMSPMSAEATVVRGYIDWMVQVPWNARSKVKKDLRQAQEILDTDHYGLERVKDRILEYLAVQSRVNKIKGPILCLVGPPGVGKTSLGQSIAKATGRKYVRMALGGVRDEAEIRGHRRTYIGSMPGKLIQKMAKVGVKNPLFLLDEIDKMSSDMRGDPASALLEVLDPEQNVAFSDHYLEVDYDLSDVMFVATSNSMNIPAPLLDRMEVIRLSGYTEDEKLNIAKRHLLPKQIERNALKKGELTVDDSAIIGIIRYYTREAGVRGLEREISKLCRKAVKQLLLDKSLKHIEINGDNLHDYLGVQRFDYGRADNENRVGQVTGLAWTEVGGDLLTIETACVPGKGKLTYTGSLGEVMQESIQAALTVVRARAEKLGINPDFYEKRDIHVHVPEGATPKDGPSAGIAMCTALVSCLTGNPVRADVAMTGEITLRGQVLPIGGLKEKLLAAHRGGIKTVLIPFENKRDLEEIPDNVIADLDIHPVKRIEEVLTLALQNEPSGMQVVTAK
SKN-1 block: blocks SKN-1 activity in C. elegans; C. elegans VP596 Pgst-4::GFP/RFP ratio, acrylamide-induced, 24 h; inhibition, % at 21.8 µM; 360,000 compounds, 0.49% hits; AID 624304;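 active means interference check ratio from 0.5 to 1.5 plus GFP to RFP signal ratio inhibition reaching or exceeding a fixed threshold, cut at about 30% in these data, passing the limit was not always enough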; further: some compounds called inactive have numbers as strong as hits
FAS TE block: blocks the thioesterase domain of human fatty acid synthase; inhibition, % at 15 µM; 360,000 compounds, 0.67% hits; AID 602261; recombinant FAS-TE, OMFH fluorogenic substrate, fluorescence endpoint;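 active means compounds whose normalised, plate-corrected inhibition of enzyme fluorescence in the single-dose primary screen is 50% or more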;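 further: 0% = DMSO with enzyme and 100% = substrate without enzyme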
NRP1-CendR mod: modulators of CendR peptide binding to human neuropilin-1 | O14786 | FAM-RPARPAR peptide binding to NRP-1, fluorescence polarization | inhibition, % at 25 µM | 360,000 compounds, 0.85% hits | AID 602438;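 active means inhibition or corrected inhibition above about 18%, plus a signal ratio from 0.5 to 1.5, limit read from the data, passing the limit was not always enough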; further: strong numbers were not always called active
TbMetRS inhib: blocks T. brucei methionyl-tRNA synthetase activity | 360,000 compounds, 0.4% hits | purified T. brucei MetRS, ATP depletion, Kinase-Glo luminescence | inhibition, % at 11.9 µM;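 active means inhibition above a per-plate cutoff of the control wells' mean inhibition plus 3 SD, cut at about 5.5% in these data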;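 further: 0% = DMSO wells median and 100% = median of wells with control inhibitor compound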
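Test system: purified T. brucei MetRS enzyme. Also added: ATP, methionine and E. coli bulk tRNA substrates. Compound: 11.9 µM single point. Schedule: 15 min enzyme-compound preincubation, 2 h reaction, 10 min detection, 25 °C. Signal: luciferase luminescence of residual ATP, Kinase-Glo. Evaluation: percent inhibition versus plate control medians. Controls: DMSO wells, low control.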
MsrA inhibitor: bovine MsrA inhibition; purified bovine MsrA, absorbance read-out; inhibition, % at 15.5 µM; 360,000 compounds, 0.75% hits; in the data active means inhibition above about 4.5%;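 further: 0% = vehicle wells with enzyme and 100% = reference inhibitor wells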
MT1-MMP act inh: MT1-MMP (human) activation inhibition; 360,000 compounds, 0.061% hits; P50281; HT1080 RFP-PRO-GFP cells, GFP/RFP ratio fluorescence, overnight; percent of plate control window, DMSO zero; GFP/RFP ratio change, % at 20 µM;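 active means GFP/RFP ratio change of at least 30% with cell ATP level not reduced by more than half and red fluorescence within 50% of control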; further: strong numbers were not always called active
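Assay system: RFP-PRO-GFP reporter HT1080 cells; read-out basis: GFP/RFP fluorescence ratio; benchmarks: DMSO wells and RFP-L50D-GFP cells; doses: 20 µM single dose, 1% DMSO; schedule: overnight cell settling, then overnight compound exposure, 37 °C, 5% CO2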
bovine MsrA act: bovine methionine sulfoxide reductase A activation | purified bovine MsrA, absorbance read-out | activation, % at 10.6 µM | 360,000 compounds, 0.3% hits | AID 602163; in the data active means activation above about 7.5%;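 further: 0% = vehicle and 100% = reference activator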
Starred values were filed as active, the others as inactive; . = not tested or not shown.

SMILES	PABP1 MLLE inh	eLon inh	SKN-1 block	FAS TE block	NRP1-CendR mod	TbMetRS inhib	MsrA inhibitor	MT1-MMP act inh	bovine MsrA act
Nc1nc2n(n1)C(c1cccc(Br)c1)CC(c1ccccc1)N2 (stereo unspecified)	12.1	0.6	-4.0	-5.4	4.3	-0.4	-0.5	1.6	-6.6
O=C(/C=C/[C@H]1O[C@@H](n2cnc3c(NC(=O)c4ccccc4)ncnc32)[C@H](O)[C@@H]1O)NCCc1ccc(F)cc1	-7.4	-19.3	5.7	-3.7	-4.9	-0.1	-1.1	-1.3	0.5
CCN(CC)CC(=O)NC12CC3CC(CC(C3)C1)C2	-13.0	9.5	-1.1	-11.3	-7.9	2.9	2.4	0.6	-8.6
COc1ccc(NC(=O)c2cccnc2NCCc2ccccc2)cc1	-10.7	3.2	6.9	16.7	-3.4	0.7	0.8	-5.6	-1.1
CCOc1cc(C(=O)Nc2ccc(S(=O)(=O)N3CCOCC3)cc2)cc(OCC)c1OCC	0.5	0.8	-6.0	-8.0	-0.8	-0.5	0.9	-9.4	3.0
Nc1nc2c(s1)CCc1c-2cnn1-c1ccccc1	-21.5	-0.1	-12.1	-2.3	-6.8	0.2	.	5.3	-0.7
CC(C)NC(=O)c1cccc(Br)c1	4.4	-7.7	2.1	-8.5	0.9	-0.8	0.2	1.4	-5.2
CSc1cccc(NC(=S)Nc2ccc(F)cc2)c1	26.9	2.1	4.4	3.5	4.5	-0.5	2.7	-6.4	-11.2
Fc1ccc(-c2nc3ccc(Br)cn3c2Cc2cccc(F)c2)cc1	5.9	-8.1	26.1	-4.2	-19.2	0.5	0.6	-5.9	-0.8
COc1ccccc1NC(=S)N(CCCN1CCOCC1)Cc1cn(C)c2ccccc12	-46.9	4.5	5.1	0.0	0.5	-0.8	1.4	7.3	-4.0
CCc1nc2nc(C)cc(C)n2c1Nc1ccc(OC)cc1	.	-6.1	-2.6	-10.4	3.0	-0.8	0.5	6.6	-3.4
Cc1cc(C)n(-c2nc(SCCN(C)C)c3c4c(sc3n2)CCCC4)n1	-7.9	1.8	1.9	0.2	-1.8	-1.2	-0.7	-14.5	-6.1
O=C(CN1C(=O)CCC1=O)Nc1nc(-c2ccccn2)cs1	-1.3	4.4	-0.4	-6.3	-3.4	-0.6	0.1	-0.8	-1.9
CN(C)S(=O)(=O)c1cc(NC(=O)COC(=O)C2CSC3(C)CCC(=O)N23)ccc1Cl (stereo unspecified)	3.7	-1.5	9.8	-5.4	-7.8	-0.4	0.4	3.2	-5.6
O=C(NCc1ccccn1)C1CCC(=O)N1C1CCCC1 (stereo unspecified)	16.7	-7.7	8.5	-7.1	-3.1	0.3	0.4	3.1	-2.4
CCn1nc(CC(=O)Nc2nnc(CC(=O)N3CCOCC3)s2)c2ccccc2c1=O	3.2	3.4	3.9	-8.1	1.9	1.2	0.5	1.6	-10.9
O=C(C1CCN(c2nnc(N3CCCC3=O)s2)CC1)N1CCN(Cc2ccc3c(c2)OCO3)CC1	-6.5	1.5	4.0	-11.4	4.4	0.1	0.7	1.6	-1.4
CCc1cccc(C)c1NS(=O)(=O)c1cc(Br)cnc1N	4.3	-7.7	-11.7	7.8	-19.6	-0.8	0.8	-2.1	-5.1
CC(=O)c1ccc(OCCNS(=O)(=O)c2ccc(-n3cnnn3)cc2)cc1	7.7	-10.6	-6.9	2.8	1.4	0.3	0.3	1.1	-2.5
COc1ccccc1NC(=O)CN1CCC(c2nc3ccccc3[nH]2)CC1	-3.9	1.5	-0.8	-1.5	4.8	-0.3	-1.5	-2.7	-5.7
Cc1ccc(CNC(=O)CSc2nc3[nH]ncc3c(=O)[nH]2)cc1	-17.4	-4.8	3.3	-7.6	5.2	0.1	0.3	1.7	0.2
CS(=O)(=O)c1cnc(-c2ccccc2)nc1Sc1ccc(F)cc1	-5.7	-6.1	11.9	-3.6	5.9	0.0	-0.7	-0.4	-1.4
OCC1(Cc2ccc(Cl)cc2)CCN(Cc2ccc(Oc3ncccn3)cc2)CC1	-5.8	-2.0	-2.8	-1.8	5.4	-0.4	0.4	1.4	-9.3
CCOc1ccc(-c2nnc3n2N=C(c2ccc(OC)cc2)CS3)cc1	-21.2	-1.6	-14.1	-6.3	-7.9	-0.6	1.6	8.6	-6.2
O=C(O)CC1(CC(=O)Nc2nccs2)CCCCC1	14.7	-2.2	21.9	-2.9	10.6	-0.6	-1.8	6.6	-10.7
CCOC(=O)CSC1=C(C#N)C(C)C2=C(CCCC2=O)N1 (stereo unspecified)	-16.2	3.8	7.7	-0.2	-6.0	0.3	0.8	-1.8	-1.6
Clc1ccc(-c2nc3ccncc3[nH]2)cc1	20.1	4.5	-1.7	-7.5	11.6	-2.6	-0.5	0.0	0.0
Cc1ccc(-c2cc(-c3ccc(F)cc3)n[nH]2)c(O)c1	15.1	-1.5	13.9	5.9	-4.8	1.3	-0.8	5.1	-5.9
CC(C)[C@H](NC(=O)Nc1ccc2c(c1)OCCO2)C(=O)O	-3.3	3.1	-2.5	-8.4	2.5	0.6	-1.1	4.3	-0.9
Cc1cc(=O)[nH]c(=O)n1Cc1ccccc1	1.1	1.4	0.3	-4.3	-1.7	-0.7	-0.3	-1.5	-6.2
CC1(C(=O)Nc2cccc(C(F)(F)F)c2)Cc2c(-c3ccccc3)ccnc2O1 (stereo unspecified)	-3.5	-0.4	12.4	17.9	0.5	0.0	0.6	4.0	0.4
COC(=O)CC1=Nc2ccccc2NC(=O)C1	0.9	2.0	-5.4	-5.0	-9.2	-0.2	2.0	2.7	-3.4
O=C(Cc1ccc(O)cc1)N/N=C/c1cccnc1	-4.5	4.3	6.1	-4.8	-5.8	-0.1	-0.6	-0.1	-3.9
COCC(C)n1c(SCC(=O)NCCC2=CCCCC2)nc2ccccc2c1=O (stereo unspecified)	-14.8	-4.0	8.0	4.1	2.2	-0.8	0.0	-2.9	5.8
COc1ccc(CCN2C(=O)CC(NC34CC5CC(CC(C5)C3)C4)C2=O)cc1OC (stereo unspecified)	-2.0	-3.1	-3.1	3.3	-4.4	-0.2	1.6	-1.1	-3.3
COc1ccc(OCc2cc(C(=O)NC3CCOCC3)no2)c2ccccc12	32.2	11.0	9.2	5.6	5.4	-0.4	-0.7	1.2	3.0
COc1ccc(NCC(=O)Nc2cc(S(=O)(=O)N3CCOCC3)ccc2N2CCOCC2)c(OC)c1	-13.4	-5.9	12.7	3.8	-1.0	-0.3	2.7	3.3	-3.0
O=C(O)c1cccc(-c2csc(C(O)c3ccc(F)c(F)c3)n2)c1 (stereo unspecified)	6.6	-5.5	6.9	-4.0	2.5	0.3	1.1	-0.9	-0.3
COc1ccc(Cl)c(-c2cc(C(=O)Nc3ccccc3)[nH]n2)c1	0.5	-9.0	12.5	5.0	-3.6	-0.3	-0.4	8.0	0.1
CN1CCN(C(=O)CC2(CC(=O)O)CCCC2)CC1	-3.0	-0.8	17.3	-4.4	1.9	-0.7	0.0	0.3	-1.9
O=C(CCN1C(=O)/C(=C/c2ccccc2F)SC1=S)Nc1cccnc1	16.4	-12.6	1.1	11.1	-18.5	-0.5	-0.1	0.1	-2.7
Cc1ccc(OCC(=O)O/N=C(\N)c2cccnc2)cc1	-14.0	-5.2	-3.7	-3.1	3.8	-1.0	1.0	3.3	-3.6
Cc1ccc(C2C(C#N)=C(N)Oc3cc(C)oc(=O)c32)o1 (stereo unspecified)	16.9	-9.4	2.5	-2.8	-2.2	-0.8	0.2	-6.4	0.3
O=C(CNC(=O)c1cccc(Br)c1)NCCc1nc2ccccc2[nH]1	14.8	-1.1	-4.3	-4.1	-5.7	0.8	-0.7	0.4	-2.6
CCN(CC)S(=O)(=O)c1ccc(NC(=O)COC(=O)c2cc(S(=O)(=O)Nc3ccc(OC)cc3)ccc2O)cc1	1.2	5.0	4.2	15.8	-3.5	-0.7	-0.3	-5.7	-1.3
CCOc1ccc(CCNC(=O)c2cc(-c3ccccc3)c(N3CCOCC3)s2)cc1OCC	-16.0	.	11.6	18.8	8.8	.	2.8	-5.5	.
O=C(O)C1CCCCC1C(=O)Nc1ccc(Cl)cc1Cl (stereo unspecified)	5.6	8.1	2.4	-3.7	-7.2	-1.4	0.6	-5.9	-10.4
CC1CCc2nc3ccc(S(=O)(=O)N4CCC(C(=O)NC(C)c5ccccc5)CC4)cc3c(C(=O)O)c2C1 (stereo unspecified)	-4.4	-10.6	14.0	0.4	-9.2	-0.3	0.2	-5.0	-3.0
COc1cc(Cl)c(C)cc1NC(=O)CN1CCN(C(=O)c2cccs2)CC1	-4.4	11.1	14.2	6.7	-11.7	0.1	-1.0	-1.8	0.2
Cc1sc2ncn3c(C)nnc3c2c1C	4.4	-2.1	13.9	-6.3	8.9	0.1	0.9	5.1	1.3
O=C(NCC1CC1)Nc1ccccc1	-3.9	0.4	0.2	0.7	2.6	-0.5	-0.4	-6.7	-2.3
CCn1c(SCC(=O)Nc2cc(Cl)ccc2OC)nnc1C1CC1	-12.8	1.7	12.6	-2.8	4.5	-0.6	0.7	0.7	-1.5
Fc1ccc(-c2nnc(N3CCOCC3)c3ccccc23)cc1F	2.2	-3.8	5.4	-3.7	-5.5	-0.4	1.7	-4.0	-1.1
O=C1CCC(C(=O)NC2(C(=O)NC3CCCCC3)CCCCC2)N1 (stereo unspecified)	4.3	2.4	10.8	-5.5	-5.7	-0.2	0.0	0.8	-0.7
COc1ccc(C(C)=O)cc1CSC(=N)N	-1.5	1.6	1.7	-11.0	-1.0	-1.0	-0.4	0.1	-9.4
O=S1(=O)CC(N2CCN(CCO)CC2)CN1Cc1ccccc1 (stereo unspecified)	-20.3	14.2	-3.2	-8.4	10.5	-0.8	0.5	1.7	2.4
Cc1noc(C)c1COc1ccccc1C(=O)N(C)Cc1ccc(C(C)(C)C)cc1	3.4	-7.7	8.4	19.9	7.7	-0.2	0.0	-2.7	-4.6
COc1cc(OC)cc(C(=O)NNc2nc3cc4c(cc3s2)OCO4)c1	-127.0	-0.5	-5.5	0.8	-7.6	0.4	-0.6	2.3	-0.7
CCOC(=O)c1cc2nc(-c3ccccc3)cc(C)n2n1	14.9	-5.7	16.4	-5.0	6.0	0.1	0.2	-0.2	-2.0
CCC(C(=O)Nc1c(C)cccc1C)n1c(-c2ccc(-c3ccccc3)cc2)nc2ccccc21 (stereo unspecified)	.	.	5.0	.	12.4	-0.5	2.5	-2.0	.
Cc1cc(C(=O)N/N=C/c2cn[nH]c2-c2ccccc2)cs1	11.7	-8.3	1.2	-13.8	2.7	-0.2	-0.4	0.1	0.4
COc1ccc(S(=O)(=O)N(C(=O)c2ccncc2)c2ccc(OC(=O)c3ccncc3)cc2)cc1	6.2	-6.7	-1.8	0.7	-0.4	0.1	-0.1	10.1	-4.5
S=C(c1ccc(-c2ccc(Cl)cc2Cl)o1)N1CCCCC1	18.8	-1.7	12.7	22.1	-4.9	0.0	2.4	-0.6	0.1
